# PG9 Ab binder: small molecules binding HIV-1 gp120 antibody PG9; TR-FRET gp120-PG9 antibody binding; actives 0.43% (n = 360,000); AID 624416; inhibition, % at 6.7 µM; in the data active = inhibition above about 8.5%
# PRMT1 FP inh: PRMT1 (human) inhibition, primary screen. inhibition, % at 2.79 µM. recombinant PRMT1, activity-based probe fluorescence polarization. actives 1.3% (n = 370,000);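 active = inhibition above about 21% made by adding two undisclosed values, limit read from the data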
# Target sequence (Q99873 whole entry, looked up): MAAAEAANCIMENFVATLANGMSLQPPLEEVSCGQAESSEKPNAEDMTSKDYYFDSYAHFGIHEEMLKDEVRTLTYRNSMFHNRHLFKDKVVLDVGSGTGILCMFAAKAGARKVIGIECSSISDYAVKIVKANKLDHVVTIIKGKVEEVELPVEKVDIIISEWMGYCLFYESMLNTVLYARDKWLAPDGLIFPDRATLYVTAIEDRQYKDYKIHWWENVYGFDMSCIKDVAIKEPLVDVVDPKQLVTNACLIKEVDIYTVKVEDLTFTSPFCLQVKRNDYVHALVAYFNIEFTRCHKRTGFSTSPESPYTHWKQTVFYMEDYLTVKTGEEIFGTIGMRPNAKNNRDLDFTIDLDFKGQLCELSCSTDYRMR
# rCAG binder: molecules binding r(CAG) RNA repeats; AID 651821; actives 1.3% (n = 370,000); r(CAG) RNA repeat, TO-PRO-1 dye displacement fluorescence; inhibition, % at 3 µM;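 active = inhibition above the plate cutoff, the mean of all test compounds on that plate plus 3 SD, cut at about 35% in these data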;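 also: 0% = DMSO alone and 100% = 100 µM mitoxantrone as full dye displacement; higher means more dye released from RNA so lower well fluorescence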
# TCR CD3 inh: human TCR-CD3 binding inhibition. TAMRA-labeled TCR probe fluorescence, biochemical. inhibition, % at 9.4 µM. actives 0.37% (n = 360,000). AID 651800; in the data active = inhibition above about 19%;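 also: recombinant mutant TCR 2C K166C tagged with TAMRA read by polarization; 0% = receptor in buffer alone and 100% = receptor with positive control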
# SIAE inh: blocks human sialic acid acetylesterase | SIAE FP-Rh probe binding, fluorescence polarization | inhibition, % at 9.66 µM | actives 0.69% (n = 370,000);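 active = inhibition above a cutoff: mean of compounds within the control limits plus 3 SD of those, cut at about 17% in these data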;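 also: 0% = plate median of compound wells and 100% = probe without SIAE protein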
# TDP2 inh: TDP2 (human) inhibition, absorbance primary screen; O95551; recombinant TDP2, T5PNP hydrolysis, p-nitrophenol absorbance 415 nm; inhibition, % at 12.8 µM; actives 0.34% (n = 370,000); AID 720702;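 active = inhibition above the mean of all tested compounds plus 3 SD, set per campaign, cut at about 25% in these data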;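 also: 0% = DMSO with enzyme and 100% = buffer with substrate but no TDP2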
#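 Test system: Human TDP2 enzyme | Reagent: 5 mM T5PNP | Compound dosing: 12.8 µM single point, 1% DMSO | Incubation: Enzyme reaction with compound for 2 h at 37 °C | Technique: p-Nitrophenol epi absorbance | Read-out: % inhibition relative to enzyme-containing and enzyme-free wells | Benchmarks: High control without enzyme, low control DMSO plus TDP2 | Replicates: Singlicate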
# mABHD4 FP: inhibitors of mouse ABHD4. Q8VD66. purified mABHD4, FP-Rh probe fluorescence polarization. inhibition, % at 8.92 µM. actives 0.54% (n = 370,000);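 active = inhibition exceeding the mean over every tested compound plus 3 SD, cut at about 30% in these data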;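 also: 0% = plate median of compound wells and 100% = S159A mutant with DMSO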
#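 Assay system: Wild-type mouse ABHD4 protein | Medium: HEPES pH 7.0 buffer, 150 mM NaCl, 0.01% Pluronic F-127 | Incubation: Enzyme–compound pre-incubation 45 min, then probe 60 min, both 25 °C | Technique: Fluorescence polarization with parallel and perpendicular emission, 525/598 nm | Evaluation: % inhibition of FP-Rh probe binding versus controls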
# NR1D1 modulator: modulators of human Rev-erb alpha DNA binding | P20393 | Rev-erbα–FITC-DNA binding, fluorescence polarization, 90 min | activity, % at 10 µM | actives 0.79% (n = 370,000) | AID 1259318;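 active = activity above about 14%, limit read from the data; passing the limit was not always enough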;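 also: 0% = DMSO wells with 35 nM protein and 100% = DMSO wells with 750 nM protein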
# Target sequence (P20393 whole entry, looked up): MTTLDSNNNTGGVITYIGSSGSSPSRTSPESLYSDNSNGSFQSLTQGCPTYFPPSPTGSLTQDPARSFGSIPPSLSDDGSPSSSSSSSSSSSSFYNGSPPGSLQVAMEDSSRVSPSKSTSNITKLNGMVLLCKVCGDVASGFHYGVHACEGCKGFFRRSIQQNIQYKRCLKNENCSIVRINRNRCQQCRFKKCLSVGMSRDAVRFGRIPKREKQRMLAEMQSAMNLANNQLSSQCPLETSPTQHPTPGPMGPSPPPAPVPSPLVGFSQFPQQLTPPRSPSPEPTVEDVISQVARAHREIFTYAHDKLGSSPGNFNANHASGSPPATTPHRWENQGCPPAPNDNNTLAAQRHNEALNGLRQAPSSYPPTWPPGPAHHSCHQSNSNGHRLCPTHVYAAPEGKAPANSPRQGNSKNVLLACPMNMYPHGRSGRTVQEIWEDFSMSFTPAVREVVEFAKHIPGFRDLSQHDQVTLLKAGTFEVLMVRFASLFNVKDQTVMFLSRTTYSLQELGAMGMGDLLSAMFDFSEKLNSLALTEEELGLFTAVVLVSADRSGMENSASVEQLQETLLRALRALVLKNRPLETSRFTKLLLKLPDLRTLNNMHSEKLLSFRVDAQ
# LEDGF integ inh: blocks HIV-1 LEDGF/p75-dependent DNA integration. actives 0.64% (n = 370,000). TR-FRET IN-LEDGF/p75 DNA integration, Eu/Cy5. inhibition, % at 3.7 µM;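 active = inhibition above the screen-wide mean plus 3 SD, cut at about 13% in these data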;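 also: signal is the Cy5 over europium emission ratio at 671 and 618 nm; 0% = plate median of compound wells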
# HTRA1 inhibitor: HTRA1 (human) protease inhibition; AID 504803; actives 0.5% (n = 340,000); inhibition, % at 5.96 µM; recombinant HTRA1, FP-rhodamine activity-based probe, fluorescence polarization; Q92743; in the data active = inhibition above about 36%;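 also: 0% = enzyme with DMSO and 100% = wells lacking enzyme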
# The depositor's hits bear a star; / = not tested or not shown; & = joins results of further samples. Some of the compounds tested; count on the stated rates, not on these rows.
# Every second line gives: PG9 Ab binder	PRMT1 FP inh	rCAG binder	TCR CD3 inh	SIAE inh	TDP2 inh	mABHD4 FP	NR1D1 modulator	LEDGF integ inh	HTRA1 inhibitor
> C=CCN=C1NC(c2cccc(F)c2)C(C(=O)OC)=C(C)N1Cc1cccc(C(F)(F)F)c1 (stereo not given)
  -0.2	-5	5	2	0	2	7	4	5	/
> O=C(CCc1ccccc1)Nc1cccc([N+](=O)[O-])c1
  -0.4	2	2	2	-8	-13	1	2	-8	-8
> Cc1ccc(NC(=O)CSC2=NN3CCCC(=O)N=C3S2)c(C)c1
  0.3	2	1	3	-2	0	-1	-1	0	1
> CCN(CC)c1ccc(C(=C2C=CC(=[N+](CC)CC)C=C2)c2ccccc2)cc1
  -23	0	12	5	13	9	71*	-7&-9	1	20
> Cc1ccc(S(=O)(=O)N(C)C[C@@H]2Oc3ccc(NC(=O)Nc4cccc5ccccc45)cc3C(=O)N([C@H](C)CO)C[C@H]2C)cc1
  0.3	1	22	2	-73	6	-52	1	-1	-52
> COc1ccc(NC(=O)Cc2csc(NC(=O)Nc3ccccc3OC)n2)c(OC)c1
  -1.6	2	7	0	4	-7	-1	-3	5	-30
> Cc1c(C(=O)COC(C)(C)C)[nH]c2ccccc12
  -0.8	1	2	2	2	3	-4	10	1	-8
> COc1cccc(-n2c(CN3CCN(Cc4ccccc4)CC3)nc3ccc([N+](=O)[O-])cc3c2=O)c1
  -1.6	2	4	-1	5	5	7	1	1	/
> CCC(C)CCN1C(N(C)C)=NC[C@@H]1CC(C)C (stereo not given in full)
  1.0	-1	0	2	7	-1	6	1	0	9
> Cc1cccc(C(=O)OCC(=O)NCc2ccco2)c1
  0.6	5	2	3	-7	-1	2	-5	-4	0
> CC(=O)c1ccc(N2CCN(C(=O)CCCn3c(=O)[nH]c4ccc(Br)cc4c3=O)CC2)cc1
  -1.2	-2	-2	4	4	12	0	6	2	-7
> COC(=O)c1cccc([N+](=O)[O-])c1CN1CCCC(C(N)=O)C1 (stereo not given)
  -0.3	0	2	-3	-1	4	0	-5	1	2
> CN1CCN(C(=O)C2CCN(S(=O)(=O)c3ccccc3[N+](=O)[O-])CC2)CC1
  -1.0	0	0	-5	0	-6	-1	-1	0	2
> COC(=O)c1ccc(NC(=S)NC(=O)c2cc(-c3ccccc3)nc3ccccc23)cc1
  0.4	2	7	4	-20	0	-7	4	3	-29
> Cc1cnc(SCc2ccc(Cl)cc2Cl)[nH]c1=O
  -2.9	-1	-2	-5	0	0	-5	-1	3	0
> O=C(NC1CCCCC1)c1ccccc1C(F)(F)F
  -2.1	-5	1	-1	-4	-11	-14	0	12	2
> CCOC(=O)c1sc(NC(=O)c2cc(-c3ccccc3)nc3ccccc23)c(C#N)c1C
  2.8	4	21	-2	8	7	0	2	0	-5
> CNCC[C@@H](Oc1ccccc1C)c1ccccc1
  -2.1	-2	9	4	-3	1	2	-4	0	1
> O=C(Nc1ccc(Cl)cc1C(F)(F)F)C(Sc1cccc[n+]1[O-])c1ccccc1 (stereo not given)
  -1.8	-2	-1	-8	-5	-21	-12	0	0	-31
> CCOc1ccc(CCNC(=O)COC(=O)c2cccc(N(C)C)c2)cc1OCC
  -0.9	2	-10	7	2	-5	-2	0	1	-4
> COc1ccccc1N(CC(=O)N/N=C(\C)c1cccc(Br)c1)S(C)(=O)=O
  -0.4	1	-2	2	-9	0	1	2	-4	3
> S=c1[nH]c2ccc(Cc3ccc4[nH]c(=S)[nH]c4c3)cc2[nH]1
  -0.8	30*	14	-5	1	-8	11	-3	3	3
> Cc1ccc2c(c1)C1C[N+](C)(CC(=O)Nc3ccccc3Cl)CCC1N2C(=O)c1ccccc1Cl (stereo not given)
  0.3	1	15	-5	3	-9	9	4	0	-3
> COc1ccc(-c2n[nH]c(=S)nc2-c2ccc(OC)cc2)cc1
  -0.7	6	5	-3	-4	-8	7	4	-6	-3
> COc1ccc(N2CCN(C(=O)COC(=O)c3ccco3)CC2)cc1
  -1.4	-3	-7	5	6	6	1	-7	1	3
> Cn1c(=O)c2c(nc(Oc3cccc(Br)c3)n2C)n(C)c1=O
  -1.6	-4	-5	8	8	23	3	-4	0	5
> Cc1cc(C)c2sc(N)nc2c1
  1.0	1	-1	-5	4	6	2	-1	-2	8
> CCCC(CC)Sc1nc2c([nH]1)c(=S)n(C)c(=O)n2C (stereo not given)
  -0.7	-1	3	3	2	4	4	-4	13	-6
> CC[C@@]12C(=O)N(c3ccccc3)C(=O)N1[C@H](c1ccc(Br)cc1)[C@@H]1C(=O)N(C(C)(C)C)C(=O)[C@@H]12
  -2.3	0	-3	-13	2	-2	0	1	2	-56
> CC1(C)CC(=O)N(CC(=O)N2CCN(Cc3ccc4c(c3)OCO4)CC2)c2ccccc2S1(=O)=O
  /	-1	1	/	-3	6	1	2	-2	/

# Taken from above for reference:
# Every second line gives: PG9 Ab binder	PRMT1 FP inh	rCAG binder	TCR CD3 inh	SIAE inh	TDP2 inh	mABHD4 FP	NR1D1 modulator	LEDGF integ inh	HTRA1 inhibitor
> COc1ccccc1N(CC(=O)N/N=C(\C)c1cccc(Br)c1)S(C)(=O)=O
  -0.4	1	-2	2	-9	0	1	2	-4	3
> S=c1[nH]c2ccc(Cc3ccc4[nH]c(=S)[nH]c4c3)cc2[nH]1
  -0.8	30*	14	-5	1	-8	11	-3	3	3

# Gathered by group: those above containing an aryl methoxy group.
# Every second line gives: PG9 Ab binder	PRMT1 FP inh	rCAG binder	TCR CD3 inh	SIAE inh	TDP2 inh	mABHD4 FP	NR1D1 modulator	LEDGF integ inh	HTRA1 inhibitor
> COc1ccc(NC(=O)Cc2csc(NC(=O)Nc3ccccc3OC)n2)c(OC)c1
  -1.6	2	7	0	4	-7	-1	-3	5	-30
> COc1cccc(-n2c(CN3CCN(Cc4ccccc4)CC3)nc3ccc([N+](=O)[O-])cc3c2=O)c1
  -1.6	2	4	-1	5	5	7	1	1	/
> COc1ccccc1N(CC(=O)N/N=C(\C)c1cccc(Br)c1)S(C)(=O)=O
  -0.4	1	-2	2	-9	0	1	2	-4	3
> COc1ccc(-c2n[nH]c(=S)nc2-c2ccc(OC)cc2)cc1
  -0.7	6	5	-3	-4	-8	7	4	-6	-3
> COc1ccc(N2CCN(C(=O)COC(=O)c3ccco3)CC2)cc1
  -1.4	-3	-7	5	6	6	1	-7	1	3

# Following part
# Every second line gives: PG9 Ab binder	PRMT1 FP inh	rCAG binder	TCR CD3 inh	SIAE inh	TDP2 inh	mABHD4 FP	NR1D1 modulator	LEDGF integ inh	HTRA1 inhibitor
> CC(C)[C@H](NC(=O)c1cccc(S(=O)(=O)N2CCOCC2)c1)C(=O)OCC(=O)Nc1cccc(Br)c1
  2.7	-1	3	1	-15	-1	-15	4	2	37*
> COc1ccc2c(C)c(CCC(=O)NCCCN3CCCC3=O)c(=O)oc2c1C
  -1.7	2	-2	1	13	2	0	-3	1	0
> O=C(O)c1ccc2c(=O)n3c(nc2c1)/C(=C/c1ccc(C(F)(F)F)cc1)CC3
  -0.7	2	15	-5	-5	8	-6	5	-1	-7
> CC(C)(C)C1=C(C#N)C(c2ccncc2)C(C#N)=C(N)O1 (stereo not given)
  -3.0	1	1	4	16	3	14	5	-2	2
> O=C(c1cc2ccccc2oc1=O)N(Cc1ccccc1)CC1CCCO1 (stereo not given)
  -0.9	3	-6	1	1	12	1	-2	-1	2
> Cc1cccc(/C=C2/SC(=O)N(Cc3ccccc3)C2=O)n1
  0.6	4	-3	-4	-1	1	1	5	3	-8
> Cc1ccc(S(=O)(=O)O/N=C2\CCCc3ccccc32)cc1
  -2.0	1	2	3	-5	2	3	-2	1	3
> O=C(OC1CCOC1=O)c1ccc(NS(=O)(=O)c2cccs2)cc1 (stereo not given)
  -0.8	-2	3	2	-2	-4	-4	0	4	-1
> CCOc1ccc(NC(=O)N2CCC(NC(=O)C(Cc3ccccc3OC)NC(C)=O)CC2)cc1 (stereo not given)
  1.6	-1	-2	-1	-7	-2	1	4	1	1
> OC(C#CCN1CCCCCC1)(c1ccccc1)c1cccnc1 (stereo not given)
  1.4	1	-5	6	3	12	0	-5	-2	-3
> Cc1ccc(/C=N/NC(=O)c2cc(C)oc2C)cc1
  6.1	-2	-3	2	4	4	-3	5	1	/
> CCCCn1c(SCC(=O)N(CC)C2CCS(=O)(=O)C2)nc2cc(S(N)(=O)=O)ccc21 (stereo not given)
  -0.2	1	2	-1	2	3	3	1	-2	3
> Cc1cc2c(cc1C)/C(=N/NC(=O)c1ccccn1)CCC2
  -1.1	-3	-1	-9	3	20	2	-3	-1	/
> Cc1c(NC(=S)NC(NC(=O)CC(C)C)C(Cl)(Cl)Cl)c(=O)n(-c2ccccc2)n1C (stereo not given)
  0.7	-1	0	-3	3	6	6	6	-2	5
> COCCOC(=O)c1c(C)oc2ccc(OCc3cc(C(=O)OC)oc3C)cc12
  -0.8	-3	-5	1	-3	9	-10	0	-1	-8
> CCN1C(=O)/C(=C/c2cnn(CC)c2C)SC1=S
  -2.1	-2	0	0	-9	-13	-1	2	0	1
> COc1ccc(C(C)NC(=O)c2ccc([N+](=O)[O-])cc2)cc1OC (stereo not given)
  -2.4	0	-1	0	0	4	-2	-6	0	4
> Cc1cc(C)c(S(=O)(=O)c2ccccc2F)c(=O)[nH]1
  -0.1	-5	-1	5	-3	-2	4	2	-5	0
> CCOc1cc(N2CCOCC2)c(OCC)cc1NC(=O)CN1C(=O)N(C)C2(CCCCC2)C1=O
  -1.9	-2	-1	-5	-2	0	15	-5	2	4
